From PubChem BioAssay
KDM5B inhibitor: inhibitors of human KDM5B histone demethylase; Q9UGL1; KDM5B demethylase, FDH-coupled NADH fluorescence (FDH is formaldehyde dehydrogenase); Potency, µM (top dose mostly 57.7 µM), inactives show at the top dose activity change, negative = inhibition, most hits filed as inhibitors; actives 2.6% (n = 220,000); active means well fitted inhibition curve with a large enough effect; inconclusive means small, poorly fitted or top-dose-only effect; inactive means no such curve, though single readings can be large or run the other way; further: 0% is about no effect; nearly all actives have a fitted effect of over 70% in size
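Inhibition is measured as reduced NADH fluorescence generation from FDH coupling to formaldehyde release. Truncated KDM5BΔAP at 200 nM final acts on H3K4me3 peptide (12.5 µM in substrate mix) in pH 7.5 HEPES buffer with Tween-20, 30 min, room temperature.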
Numbers without * were called inactive; i = inactive; u = inconclusive; & = joins results of further samples; [ ] = dose if it differs, or a comment. Potency means the concentration at half of the fitted maximal effect. The list is partial, so the mix of outcomes need not match the whole.

canonical_smiles	KDM5B inhibitor
Cc1cccc(-c2noc(-c3ccc(NCC4CCCO4)c([N+](=O)[O-])c3)n2)c1 (stereo unspecified)	-11.8%
CCN(C(=O)c1cc2c(s1)-c1ccccc1SC2)c1ccccc1C	u
O=c1c2cc(-c3ccc(F)cc3)nn2ccn1CC(O)c1ccc(F)cc1 (stereo unspecified)	20µM*
CCCS(=O)(=O)c1ncc(Cl)c(C(=O)Nc2c(C(=O)Nc3ccccc3)oc3ccccc23)n1	u
COc1ccc(C2=CC(c3ccc(OC)cc3)n3nnnc3N2)cc1 (stereo unspecified)	u
CC(C)(C)CC(=O)Nc1nc2c(s1)C[C@@H]1[C@](C)(CO)[C@H](O)CC[C@@]1(C)[C@@H]2CC(=O)NC1CCCCC1	-1.6%
O=C(C1CC1)N1CCCC(c2noc(COc3ccccc3F)n2)C1 (stereo unspecified)	-7.9%
COc1ccc(CN(C)S(=O)(=O)c2ccc3c(c2)OCCCO3)cc1	-6.1%
CC(C)[C@H](NC(=O)c1c(F)cccc1F)C(=O)Nc1cccc(Br)c1	33.5%
NNC(=O)C(Cc1c[nH]c2ccccc12)NC(=O)c1ccccc1 (stereo unspecified)	12.2%
CCc1nnc(NC(=O)CSc2nccn2Cc2ccc(Cl)cc2)s1	-16.6%
CCOc1ccc(CC(=O)N2[C@@H]3CC[C@H]2CC(NC(=O)c2ccncc2)C3)cc1 (stereo partly specified)	-14.4%
COc1ccc(NC(=O)COc2cccc(C)c2)c2cccnc12	0.5%
CC(=O)c1cccc(NC(=O)CN2C(=O)CCc3cc(S(=O)(=O)N4CCCCC4)ccc32)c1	-19.2%
COc1cccc(-c2cccc(-c3nc(C4CCOCC4)nn3CCO)c2)c1	-22.2%
CN(CCC#N)C(=O)CC1(Cc2ccccc2)CCOC(C)(C)C1 (stereo unspecified)	32.5%
CC1CCN(C(=O)COC(=O)c2ccc(N3CCCC3=O)cc2)CC1	-4.7%
COC(=O)c1ccc(NC(=O)CSc2ncc3c(n2)-c2cc(Cl)ccc2N(Cc2ccccc2)S3(=O)=O)cc1	-2.3%
CCCNC(=O)N1CCN2C(=O)c3cc(-c4cccc(C(F)(F)F)c4)ccc3NC(=O)[C@@H]2C1	31.6µM*
COc1ccc(CC(=O)NC2CCCc3c2[nH]c2ccccc32)cc1 (stereo unspecified)	u
COc1ccc(-c2cccc(C(=O)O)c2)cc1	-14.6%
O=c1ccc2cc(S(=O)(=O)N3CCCC3)ccc2[nH]1	-9.5%
CCOc1cc(-c2nc(-c3ccc(-c4ccccc4)nc3OCC)no2)cc(OCC)c1OCC	27.1%
COC1CCC12CCN(C(=O)c1ccnn1C)CC2 (stereo unspecified)	21.9%
Cc1ccc(C)c(S(=O)(=O)CCN2CCN(c3cccc(Cl)c3)CC2)c1	4.8%
C=CCn1c(N2CCC(C(N)=O)CC2)nc2c1c(=O)n(C)c(=O)n2C	-3.5%
CCOC(=O)N1CCc2c(sc3c2c(=O)n(CCc2ccccc2)c(=O)n3CC(=O)Nc2ccccc2C)C1	-21.0%
CC1CCN(C(=O)C(=O)N2CCN(c3nc(-c4ccco4)c4c(c3C#N)CCCC4)CC2)CC1	u
COc1ccc(Cl)cc1NC(=O)C(C)n1c(=O)cc(C(F)(F)F)c2c(C)nn(C)c21 (stereo unspecified)	u
O=C(Cc1ccc2c(c1)OCO2)OCc1ccc2c(c1)OCO2	-14.2%
Cc1ccccc1NC(=O)c1nc2ccccc2nc1N1CCN(C)CC1	2.3%
CC[C@H]1CN(C(=O)Nc2cccc(OC)c2)CC[C@H]1CC(=O)N(C)CCC#N	u
O=C(N[C@H]1CCN2C(=O)c3cc(/C=C/c4ccccc4)ccc3NC(=O)[C@H]12)c1cnccn1	u
CS(=O)(=O)N1CCn2c(nnc2C2CCNCC2)C1	30.5%[activator][149 µM]
Nc1nc(CN2CCN(c3cccc(Cl)c3)CC2)nc(N2CCCc3ccccc32)n1	-16.6%
Cc1ccc(N2C(=O)[C@@H]3C[C@@H](NC(=O)c4cccn4C)CCN3C2=O)cc1	22.7%[86.2 µM]
N#Cc1cc(-c2ccccc2)nc(NN)n1	7.5%
COc1cccc([C@@H]2CN(C(=O)CCc3n[nH]c(C)n3)C[C@H]2C(=O)O)c1	-6.4%
COC(=O)/C=C1\N/C(=N\c2nc(C)cc(C)n2)N(c2ccccc2)C1=O	-22.6%
O=C(O)CCC(=O)N1CCN2C(=O)N(Cc3ccccc3)C[C@H]2C1	-6.8%[86.2 µM]
CCOc1ccc(CNC(=O)C2CCCN(S(=O)(=O)c3ccc4c(c3)CCCC(=O)N4)C2)cc1 (stereo unspecified)	-2.8%
N#CCCn1cc(C(=O)CN2C(=O)NC(Cc3c[nH]c4ccccc34)C2=O)c2ccccc21 (stereo unspecified)	-1.7%
COc1ccc(NC(=O)c2oc3ccccc3c2NC(=O)COc2ccc(F)cc2)c(OC)c1	u
CN(C)S(=O)(=O)N1CCC(n2nccc2NC(=O)CCc2ccccc2)CC1	24.9%
CCOC(=O)c1c(S(=O)(=O)NCC(=O)N2CCCC2)c(C)n(C)c1C	8.9%
COc1ccc(CN2C[C@]3(C=C(C)Cn4c(=O)n(-c5ccccc5)c(=O)n43)N=C2NC(=O)c2ccccc2)c(OC)c1	3.0%
COc1ccccc1NS(=O)(=O)c1ccc2oc(SCCOc3ccc(F)cc3)nc2c1	0.3%
O=C(Nc1ccc(I)cc1)C1CCCN1c1ncnc2ccccc12 (stereo unspecified)	-13.0%
CC(C)Cc1nc(N2CCOCC2)c(C#N)c2c1CCCC2	u
Cn1cc2c3c(cccc31)CN(C(=O)Cc1ccc(Cl)cc1)CC2	u
O=c1oc2cc(S(=O)(=O)N3CCOCC3)ccc2n1Cc1ccc(Cl)cc1	16.0%
O=C(CCc1nnn2c1CN(S(=O)(=O)c1ccc(F)cc1)CC2)N1CCOCC1	33.2%
COc1ccc(CN2CCC(CO)(Cc3ccccc3C(F)(F)F)CC2)c(F)c1	10.2%
Cc1nc(C)c(C(=O)N[C@@H]2CN(Cc3ccncc3)C[C@H]2CN(C)C)s1	u
O=C(CCCn1c(=O)c2ccccc2n(CC(=O)Nc2cccc(C(F)(F)F)c2)c1=O)NCc1ccc2c(c1)OCO2	-18.4%
O=C(CCN1CCCCC1=O)N[C@H](C1CCNCC1)C1CC(O)C1 (stereo partly specified)	7.9%
COCc1cc(C)nc2sc3c(c12)NCN(c1cccc(OC)c1)C3=O	-27.4%
O=C(CCc1cc(=O)[nH]o1)N[C@H](c1ccccn1)C1CC(O)C1 (stereo partly specified)	-29.7%
Cc1occc1C(=O)NC(C)c1cccc(Cl)c1 (stereo unspecified)	-15.9%
CN(C)c1ccc(-c2cc(-c3ccc(=O)[nH]c3)c3cncn3c2)cc1	u

Taken from above:
`Cc1occc1C(=O)NC(C)c1cccc(Cl)c1` (stereo unspecified) in KDM5B inhibitor has -15.9%
`O=C(CCCn1c(=O)c2ccccc2n(CC(=O)Nc2cccc(C(F)(F)F)c2)c1=O)NCc1ccc2c(c1)OCO2` in KDM5B inhibitor has -18.4%
`O=C(CCN1CCCCC1=O)N[C@H](C1CCNCC1)C1CC(O)C1` (stereo partly specified) in KDM5B inhibitor has 7.9%
`O=C(CCc1nnn2c1CN(S(=O)(=O)c1ccc(F)cc1)CC2)N1CCOCC1` in KDM5B inhibitor has 33.2%

Continuation:
canonical_smiles	KDM5B inhibitor
N#Cc1cc(Br)ccc1OCc1ccccc1Cl	9.8%
CCOC(=O)c1c(C)[nH]c(C(=O)COC(=O)CCNS(=O)(=O)c2ccc(NC(C)=O)cc2)c1C	-7.3%
CC(C)(C)c1ccc(C(=O)N/N=C/C=C/c2ccccc2)cc1	14.0%
COc1ccc(CNC(=O)c2ccc3[nH]c(C)c(C)c3c2)c(OC)c1	-19.5%
CCOC(=O)c1c(C)oc2ccc(N(C(C)=O)S(=O)(=O)c3c(C)cc(C)cc3C)cc12	-32.3%
Cc1ccc(Cn2c(CNS(=O)(=O)c3ccc(F)c(Cl)c3)nc3cccnc32)cc1	-6.2%
CCOc1cccc(CN2CCC(n3nccc3NC(=O)C3CCCC3)CC2)c1	10.1%
CC(C)C(=O)N1Cc2ccccc2CC2(CCCCN2CC2CCOCC2)C1 (stereo unspecified)	-23.9%[115 µM]
Cc1ccc(Cl)cc1NC(=O)c1cc2c(=O)n3cccc(C)c3nc2n1C	u
Cc1cc(N2CCN(c3ccc(F)cc3)CC2)n2nc(Cc3cccc(F)c3)nc2n1	12.7%
C=Cc1ccc(CN2C(=O)N(c3ccc(C)c(C)c3)S(=O)(=O)c3ccccc32)cc1	3.8%
O=C(O)C(c1c[nH]c2cc(Br)ccc12)N1CCCN(c2ccc(C(F)(F)F)cn2)CC1 (stereo unspecified)	-5.2%
CCOC(=O)c1ccc(NC(=O)Cn2ccn3nc(-c4ccccc4)c(CO)c3c2=O)cc1	u
CN(C)CCCn1ccnc1C1CCCN(S(=O)(=O)N2CCCC2)C1 (stereo unspecified)	-17.9%
CN(CC(=O)Nc1ccc(Cl)cc1)C(=O)COc1cccc(F)c1	5.1%
Cc1cnc2c(S(=O)(=O)NC(C)CN3CCOCC3)cccc2c1 (stereo unspecified)	4.0%
C=C(Cl)COc1ccc(C(=O)NC)cc1	10.9%
O=C(NC[C@H]1Cn2c(-c3ccccc3)cnc2CO1)C1CCCC1	9.9%[86.2 µM]
O=C1CC2(CCN(C(=O)CCn3cc(Cl)cn3)C2)C(=O)N1 (stereo unspecified)	-11.8%
Cc1ccc(C(=O)/C=C/N2CCCCC2)cc1	8.9%
CCCCCn1nc(C(=O)NCc2ccco2)c2ccccc2c1=O	3.7%
COCCn1c(C)cc(C(=O)CSc2nc3ccc(Cl)cc3[nH]2)c1C	7.4%
COc1ccc(-c2noc([C@@H](C)NC(=O)COc3ccccc3)c2C(=O)O)cc1	29.0%[86.2 µM]
CC(Sc1nc2cc(S(=O)(=O)N(C)C)ccc2o1)C(=O)NC12CC3CC(CC(C3)C1)C2 (stereo unspecified)	8.9%
Cc1noc(-c2cccn3c(CNC(=O)c4cccc(Cl)c4)nnc23)n1	14.1µM*
CC(C)c1nc2nccc(-c3cc4ccccc4o3)n2n1	i
C[S+](=O)([O-])c1cccc(NC(=O)c2nnn3c2CN(Cc2cccc(Cl)c2)C(=O)CC3)c1	0.4%
Cc1c(S(=O)(=O)c2ccccn2)c(N)n(Cc2ccccc2Cl)c1C	-26.9%
CSc1ccc(C(C)NC(=O)C2CC2)cc1 (stereo unspecified)	-13.5%
CCN1C(=O)C2CC3(CCN(C4CCOCC4)CC3)CN2C1=O (stereo unspecified)	-16.6%
Cc1cc(C)n(CC(=O)N2CC[C@@H]3CN(S(C)(=O)=O)[C@@H]3C2)n1	-16.1%
O=C(NCc1ccc(F)cc1)c1cc(-c2ccc[nH]2)n[nH]1	-15.4%
CC(C)(C)C(=O)NCCc1nc2ccccc2n1CCCCOc1ccc(Cl)cc1	16.7%
Cc1cccnc1CN1CCN2C(=O)N(Cc3ccc(F)cc3)C[C@H]2C1	-15.0%[86.2 µM]
COc1ccc(/C=N/N=C2/SCC(=O)N2Cc2ccccc2)cc1	22.4%
COc1ccc(NC(=O)N[C@@H](CCSC)C(=O)O)cc1OC	-8.7%&-4.1%

Overlap with the part before: 2 compounds; new compounds follow.
canonical_smiles	KDM5B inhibitor
COc1ccc(/C=N/N=C2/SCC(=O)N2Cc2ccccc2)cc1	22.4%
COc1ccc(NC(=O)N[C@@H](CCSC)C(=O)O)cc1OC	-8.7%&-4.1%
O=C(CSc1nc(-c2ccccc2)cc(=O)[nH]1)Nc1oncc1-c1ccccc1	-13.0%
O=S(=O)(c1ccc(Cl)s1)N1CCC(n2cnnc2C2CC2)CC1	-16.0%
COc1ccc2c(C)c(CC(=O)NCc3ccc(F)cc3)c(=O)oc2c1OC	-12.9%
CN(c1ccccc1)S(=O)(=O)c1nnc(NC(=O)COc2ccccc2)s1	-0.7%
CC(C)C1=NOC2(CCN(Cc3cccn3C)C2)C1 (stereo unspecified)	2.6%[149 µM]
CC(C)c1ccccc1OCC(=O)c1ccc2c(c1)N(CC(=O)N1CCCC1)C(=O)CO2	-5.8%
CO[C@H]1[C@H](NC(=O)c2cn(C)c3ccccc23)c2ccccc2C12CCNCC2	-12.6%
COCCn1nc2n(c1=O)CCN(S(=O)(=O)c1c(C)nn(C)c1C)CC2	0.0%
CCOC(=O)C1CCN(C(=O)Nc2ccc(OC(F)(F)F)cc2)CC1	14.6%
O=C(O)CNS(=O)(=O)c1ccccc1Br	-1.4%
CCc1ccc(C(=O)NC(=S)NCc2cccnc2)cc1	-13.6%
FC(F)(F)COc1ccc(-c2nnc(SCc3ccccc3)o2)cn1	-3.8%
O=C1Nc2ccccc2CN(Cc2ccc(Cl)cc2)C12CCNC2 (stereo unspecified)	u
CC(=O)Nc1ccc(C(=O)COC(=O)c2ccccc2OCc2ccc(F)cc2)cc1	7.0%
COc1ccccc1N(CC(=O)NC1CCCC1)S(C)(=O)=O	8.3%
CCNC(=O)N1CCCCCCNC(=O)[C@@H]2CCCC[C@@H]21	-20.7%

An excerpt from above in order of length of the SMILES, largest number first.
canonical_smiles	KDM5B inhibitor
C[S+](=O)([O-])c1cccc(NC(=O)c2nnn3c2CN(Cc2cccc(Cl)c2)C(=O)CC3)c1	0.4%
O=C(O)C(c1c[nH]c2cc(Br)ccc12)N1CCCN(c2ccc(C(F)(F)F)cn2)CC1 (stereo unspecified)	-5.2%
CC[C@H]1CN(C(=O)Nc2cccc(OC)c2)CC[C@H]1CC(=O)N(C)CCC#N	u
